Bioassay records: PubChem, several laboratories
Y pestis TopoI – Y. pestis Topo-I inhibition via cleavage products. Y. pestis Topo-I cleavage product accumulation, plate reader. AID 504884. activity, % at 10 µM. 360,000 compounds, 0.064% hits; in the data active = activity above about 50%, passing the limit was not always enough; inconclusive = no clear call, values can overlap the other calls; note: inactives centre near 2
Anthrax LF inh2 – inhibitors of Bacillus anthracis lethal factor protease | inhibition, % at 10 µM | 360,000 compounds, 0.12% hits | multiplex microsphere protease cleavage assay, LF | P15917; note: plate controls were buffer without enzyme for full effect and enzyme alone for no effect
Target sequence (P15917 whole entry, looked up): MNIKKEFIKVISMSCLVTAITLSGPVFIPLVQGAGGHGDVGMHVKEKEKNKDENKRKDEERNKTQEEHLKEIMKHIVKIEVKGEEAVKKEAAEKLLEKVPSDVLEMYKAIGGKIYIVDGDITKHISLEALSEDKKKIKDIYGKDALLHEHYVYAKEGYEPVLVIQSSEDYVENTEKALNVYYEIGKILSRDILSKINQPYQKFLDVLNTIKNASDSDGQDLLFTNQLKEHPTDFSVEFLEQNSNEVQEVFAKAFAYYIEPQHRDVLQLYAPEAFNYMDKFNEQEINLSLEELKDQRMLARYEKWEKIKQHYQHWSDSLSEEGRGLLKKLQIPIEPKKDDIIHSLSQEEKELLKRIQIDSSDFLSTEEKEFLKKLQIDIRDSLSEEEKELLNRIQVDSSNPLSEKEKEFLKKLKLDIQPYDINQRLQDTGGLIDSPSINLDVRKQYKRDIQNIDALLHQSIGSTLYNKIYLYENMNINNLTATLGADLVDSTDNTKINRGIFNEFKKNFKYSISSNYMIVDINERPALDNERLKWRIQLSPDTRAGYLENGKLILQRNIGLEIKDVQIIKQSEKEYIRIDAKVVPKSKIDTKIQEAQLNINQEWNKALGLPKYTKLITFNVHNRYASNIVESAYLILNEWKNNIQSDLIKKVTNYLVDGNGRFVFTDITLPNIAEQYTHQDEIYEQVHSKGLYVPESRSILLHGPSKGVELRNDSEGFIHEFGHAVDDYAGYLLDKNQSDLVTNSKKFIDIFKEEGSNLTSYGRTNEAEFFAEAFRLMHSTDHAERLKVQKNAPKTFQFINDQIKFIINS
CCHFV vOTU inh – blocks the CCHF virus ovarian tumor domain protease. inhibition, % at 11.5 µM. 370,000 compounds, 0.55% hits. CCHFV vOTU protease, Pep-AMC fluorescence. AID 651958; in the data active = inhibition above about 30%; note: 0% = vehicle wells with enzyme and 100% = no enzyme wells
FadD28 FP inh – M. tuberculosis FadD28 bisubstrate binding inhibition; FadD28 bisubstrate probe binding, fluorescence polarization; inhibition, % at 12.5 µM; 360,000 compounds, 0.22% hits; AID 588549; in the data active = inhibition above about 8.5%, passing the limit was not always enough; inconclusive = no clear call, values can overlap the other calls
BoNT A protease – BoNT A light chain protease inhibition | multiplex microsphere protease substrate cleavage, flow cytometry | inhibition, % at 10 µM | 360,000 compounds, 0.17% hits | AID 588499; note: plate controls were buffer without enzyme for full effect and enzyme alone for no effect
BoNT F protease – blocks Botulinum neurotoxin F light chain protease; Multiplex microsphere protease cleavage assay, flow cytometry; inhibition, % at 10 µM; 360,000 compounds, 0.22% hits; AID 588497; in the data active = inhibition above about 35%, passing the limit was not always enough; inconclusive = no clear call, values can overlap the other calls; note: plate controls were buffer without enzyme for full effect and enzyme alone for no effect
PrPC TRFRET – cell surface PrPC inhibition, primary TR-FRET screen. TR-FRET read-out. inhibition, % at 13.8 µM. 370,000 compounds, 0.43% hits. P04156; in the data active = inhibition above about 24%; note: 0% = median of the test wells and 100% = reference compound wells
PfHsp40 yeast – rescue of PfHsp40-mediated yeast toxicity; S. cerevisiae expressing PfHsp40, growth rescue, ATP luminescence; growth rescue, % at 12.5 µM; 340,000 compounds, 0.68% hits; AID 504582; in the data active = growth rescue above about 28%, passing the limit was not always enough; inconclusive = no clear call, values can overlap the other calls;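 note: yeast W303a lacking pdr1 and pdr3 grown in galactose medium; growth measured after three days at 30 °C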
TcdB inh – inhibitors of Clostridioides difficile toxin B glycohydrolase; P18177; TcdB glycohydrolase enzymatic assay, plate reader; inhibition, % at 9.99 µM; 350,000 compounds, 0.24% hits; in the data active = inhibition above about 10%
* marks the source's active call; other numbers are inactive results; u = inconclusive; x = not tested or not shown. Cut-off read from the data, not from the text of the source, unless noted: active = inhibition above about 30%; inconclusive = no clear call, values can overlap the other calls; inactive = below that.

Field names: A = Y pestis TopoI; B = Anthrax LF inh2; C = CCHFV vOTU inh; D = FadD28 FP inh; E = BoNT A protease; F = BoNT F protease; G = PrPC TRFRET; H = PfHsp40 yeast; I = TcdB inh
Cc1noc(/C=C/N(C)C)c1S(=O)(=O)N1CCCC(C(=O)NC(C)c2ccccc2)C1 (stereo not given)
  A: -10; B: 0; C: 1; D: -2.3; E: 1.2; F: 16; G: -1; H: -0.6; I: x
COC(=O)c1cc(N=Cc2c(O)c3ccccc3oc2=O)cc(C(=O)OC)c1
  A: 1; B: -12; C: x; D: -2.8; E: -3.3; F: -14; G: x; H: -1.5; I: x
CC(C)(C)NC(=O)CSCc1c(Cl)cccc1Cl
  A: 19; B: -1; C: 13; D: 1.0; E: -0.1; F: -6; G: 6; H: -0.1; I: -1.2
COc1ccc(-n2ncc3c2CC(C)(C)CC3NC(=O)c2cnc(C)cn2)cc1 (stereo not given)
  A: 7; B: 0; C: -6; D: -1.0; E: -0.9; F: -2; G: 9; H: 0.1; I: 1.3
O=C(Nc1cccc(Cl)c1N1CCCCC1)c1ccc(N2CCOCC2)c([N+](=O)[O-])c1
  A: -4; B: -4; C: -24; D: -1.0; E: -0.3; F: -8; G: 1; H: -1.7; I: 1.3
CS(=O)(=O)N1CCC(C(=O)N2CCN(c3ccc(F)cc3)CC2)CC1
  A: 2; B: 4; C: 7; D: -3.6; E: -0.4; F: -2; G: -3; H: -0.8; I: 2.7
O=c1oc2ccc3ccccc3c2cc1-c1nnc(-c2cccs2)o1
  A: -10; B: 5; C: -24; D: -0.9; E: 8.0; F: -6; G: 1; H: -0.8; I: x
CC(C)Oc1ccc2ccccc2c1C=O
  A: 0; B: -1; C: 10; D: -0.6; E: 1.1; F: 7; G: 0; H: 1.1; I: x
CCOC(=O)C1CCN(C(=O)c2ccc(Cl)c(S(=O)(=O)N3CCOCC3)c2)CC1
  A: -1; B: -5; C: -8; D: 0.5; E: 0.5; F: 6; G: 4; H: -0.3; I: 2.6
CC(CCc1ccccn1)(CCc1ccccn1)C(=O)c1ccccc1
  A: -6; B: -2; C: 2; D: x; E: -0.2; F: -2; G: -5; H: 0.3; I: 2.9
COc1cccc(NC(=O)/C=C/c2ccc([N+](=O)[O-])cc2)c1
  A: -3; B: -5; C: 12; D: -4.4; E: 0.1; F: -2; G: -3; H: -0.6; I: 0.2
Nc1c(C(=O)OC2CCCCC2)c2nc3ccccc3nc2n1CC1CCCO1 (stereo not given)
  A: 16; B: -7; C: -187; D: -6.0; E: 2.4; F: -2; G: -1; H: 0.5; I: x
O=C(COC(=O)c1ccccc1O)NCCc1c[nH]c2ccccc12
  A: -2; B: -1; C: 2; D: -1.5; E: 5.0; F: 14; G: 3; H: 0.7; I: 0.5
COCCn1c(CN2CCN(c3ccccc3)CC2)nc2c1c(=O)n(C)c(=O)n2C
  A: 1; B: 0; C: -11; D: -3.3; E: 0.0; F: 12; G: 6; H: -0.1; I: x
O=C1[C@H]2[C@@H](c3ccc(F)cc3)N3C(=O)N(c4ccc(Br)cc4)C(=O)[C@@]3(Cc3ccc(Cl)cc3)[C@H]2C(=O)N1C1CCCCC1
  A: -4; B: -4; C: 3; D: -5.1; E: -0.1; F: 6; G: -2; H: 9.4; I: 0.4
CC(=O)C[C@H](O)CC(=O)[C@H]1OC(=O)[C@@H](C)C/C=C\Cc2ccccc21
  A: 1; B: 2; C: 12; D: -1.7; E: 0.3; F: -2; G: 5; H: -0.4; I: 0.4
CCOC(=O)C1CCCN(C(=O)c2cc(C(C)(C)C)nn2C)CC1 (stereo not given)
  A: 5; B: -2; C: -5; D: -2.5; E: 0.1; F: -3; G: -3; H: x; I: 0.2
Cc1ccccc1NC(=O)c1cc(S(=O)(=O)Nc2cccc(C(=O)O)c2)ccc1Cl
  A: -9; B: 16; C: 5; D: -2.9; E: -0.1; F: u; G: 3; H: 0.9; I: -4.2
Cc1ccc(OCC(=O)N/N=C\c2c(C)n(C)c3ccccc23)c([N+](=O)[O-])c1
  A: 20; B: -1; C: x; D: u; E: 0.5; F: -13; G: x; H: 0.5; I: x
COc1ccc2c(CC(=O)OCc3nc4ccsc4c(=O)[nH]3)coc2c1
  A: 14; B: 2; C: 6; D: -2.2; E: 0.3; F: -4; G: 0; H: 0.1; I: 1.0
COc1ccc(NS(=O)(=O)c2ccc(S(=O)(=O)N3CCOCC3)cc2)cc1
  A: -14; B: 1; C: 9; D: -2.4; E: -0.1; F: -1; G: 12; H: 0.0; I: 0.6
O=C(CCC1CCCC1)Nc1ccc(C(=O)NCc2cccnc2)cc1
  A: 12; B: 0; C: -10; D: 0.1; E: -0.4; F: -4; G: -2; H: -0.2; I: 0.2
CCc1nc2ccccc2n1Cc1ccc(OC)c(OC)c1
  A: 1; B: 3; C: 5; D: -1.9; E: 0.6; F: 4; G: 4; H: 3.6; I: x
CCC(C)c1ccc(NC(=O)COC(=O)C2=COCCO2)cc1 (stereo not given)
  A: -1; B: -1; C: 13; D: 0.4; E: 0.3; F: -3; G: -1; H: 1.7; I: x
Cc1ccccc1C(=O)c1c[nH]c(C(N)=O)c1
  A: -5; B: -2; C: -7; D: -0.4; E: -0.2; F: -6; G: -10; H: -0.1; I: x
Cc1ccccc1OCCn1cc(C(=O)C(=O)N2CCOCC2)c2ccccc21
  A: 7; B: -3; C: 4; D: -2.0; E: -0.5; F: -6; G: 7; H: 0.7; I: -1.1
Cc1ccc(CN2[C@@H](Cc3ccccc3)C(=O)CS2(=O)=O)cc1
  A: 5; B: -9; C: 1; D: -1.4; E: -0.3; F: -3; G: 2; H: 0.9; I: 0.3
c1ccc(-c2ccc(-n3ccnc3)cc2)cc1
  A: 14; B: -2; C: -2; D: -2.1; E: -0.6; F: -2; G: 2; H: 0.6; I: x
Nc1cccc(N2C(=O)c3cccc4c(N)ccc(c34)C2=O)c1
  A: -5; B: -6; C: -12; D: 0.3; E: 6.4; F: 17; G: -35; H: 0.1; I: 3.0
O=C1CCC(C(=O)N2CCN(c3cnccn3)CC2)CN1CCc1ccc(Cl)cc1 (stereo not given)
  A: 8; B: 4; C: -12; D: -2.0; E: 0.3; F: -5; G: 3; H: 0.0; I: -0.9
COc1ccc(-c2nc3ccccc3c(=O)n2N)cc1
  A: 6; B: 12; C: -3; D: -1.9; E: 0.6; F: 3; G: 3; H: 0.2; I: x
CNC(=O)c1sc(-c2ccccc2)nc1C
  A: 0; B: 0; C: -5; D: -3.0; E: 0.1; F: 0; G: -10; H: 93*; I: x
Cc1ccc(C(=O)N/C(=C/c2ccc(-c3cccc([N+](=O)[O-])c3)o2)C(=O)NC(C)(C)C)cc1
  A: -4; B: 2; C: 14; D: 1.0; E: 1.4; F: 8; G: 2; H: -0.7; I: 7.4
CC(C)NC(=O)Cn1c(=O)cnc2ccccc21
  A: 9; B: -2; C: 1; D: -2.1; E: -0.4; F: 1; G: -10; H: -0.2; I: x
COc1cc(O)c(C=NN2C(=O)CSC2=S)c(OC)c1
  A: -5; B: -7; C: -6; D: -2.5; E: 0.8; F: -4; G: -5; H: x; I: -20
Cc1ccc(-c2n[nH]c(=S)nc2-c2ccc(C)cc2)cc1
  A: 10; B: 7; C: 5; D: -3.0; E: 0.2; F: 5; G: -4; H: 1.8; I: 0.6
CC(=O)OC1=Cc2c(ccc3ccc(=O)oc23)OC1(C)C
  A: 1; B: -6; C: -7; D: -0.2; E: 0.0; F: 13; G: -6; H: 0.5; I: x
COc1ccc(NC(=O)c2cccs2)cc1OC
  A: 0; B: -3; C: -3; D: -2.4; E: 0.1; F: 6; G: -1; H: 2.1; I: x
Cc1cccc(C)c1NC(=O)CN(C)C(=O)C1=COCCO1
  A: 4; B: -2; C: -9; D: -1.9; E: -0.8; F: -10; G: 7; H: -1.7; I: -0.6
CCCn1c(N)c(C(=O)CN(C)CC(=O)Nc2cc(C)ccc2C)c(=O)[nH]c1=O
  A: 12; B: 4; C: 1; D: 0.2; E: -2.6; F: -17; G: 1; H: 0.3; I: 0.1
S=C1SCN(Cc2cccnc2)CN1Cc1ccccc1
  A: -9; B: -3; C: 5; D: -5.8; E: -0.3; F: -12; G: 3; H: 1.9; I: 2.1
O=C(Nc1ccc(C(=O)NCc2ccccc2Cl)cc1)C1=CSCCO1
  A: -8; B: -1; C: 3; D: -1.3; E: -1.2; F: 1; G: -5; H: -1.0; I: -6.8
Cc1ccc(C)c(NC(=S)N2CCC(N(C)CC3CCCO3)CC2)c1 (stereo not given)
  A: -5; B: -2; C: -3; D: -0.3; E: -0.3; F: -2; G: -4; H: -1.2; I: 1.0
S=c1[nH]c2cc(-c3ccccc3)ccc2o1
  A: 2; B: -4; C: 13; D: 1.6; E: -1.4; F: 4; G: -5; H: -0.4; I: 0.3
O=C1NC(=O)N(Cc2ccco2)C(=O)/C1=C/c1cccn1CCOc1ccccc1Cl
  A: 26; B: -1; C: 7; D: 0.2; E: 1.0; F: 1; G: 0; H: 17; I: 0.6
CCOC(=O)Cc1csc(NS(=O)(=O)c2ccc(Cl)cc2)n1
  A: 2; B: -1; C: 2; D: -3.4; E: 0.3; F: -4; G: 5; H: -0.7; I: -0.7
COC(=O)c1ccc(OCC(=O)NC(C)(C)C)cc1
  A: -8; B: 2; C: 6; D: -3.3; E: 0.3; F: 5; G: 2; H: 0.0; I: x
COc1ccc(C=C(C(C)=O)C(=O)c2ccccc2)cc1
  A: x; B: -11; C: 3; D: -3.4; E: -0.1; F: 5; G: -5; H: x; I: 1.2
Cc1[nH]c2ccc3ccccc3c2c(=O)c1C/C=C/Cl
  A: 3; B: 9; C: 19; D: -2.8; E: -1.6; F: u; G: 0; H: 1.2; I: 0.8
CCC(=O)Nc1cc(-c2nn(CC(=O)N3CCCCC3)c(=O)c3ccccc23)ccc1N1CCOCC1
  A: 4; B: x; C: -2; D: -0.7; E: x; F: x; G: -6; H: -0.6; I: x

The list continues.
Field names: A = Y pestis TopoI; B = Anthrax LF inh2; C = CCHFV vOTU inh; D = FadD28 FP inh; E = BoNT A protease; F = BoNT F protease; G = PrPC TRFRET; H = PfHsp40 yeast; I = TcdB inh
CC(=O)N1CCN(CCN2C(C)=CC(=C(C#N)C#N)C=C2C)CC1
  A: -2; B: 1; C: 18; D: -1.8; E: 0.3; F: 6; G: 1; H: -1.9; I: -2.1
O=C(NCc1ccncc1)[C@@H]1CCCN1C(=O)[C@@H]1CCCN1C(=O)c1ccccc1
  A: x; B: 0; C: -1; D: x; E: -0.5; F: 6; G: 3; H: x; I: -5.3
O=C(N/N=C/c1ccc(F)cc1)c1cc(-c2ccccn2)nc2ccccc12
  A: 7; B: 1; C: -14; D: -3.3; E: -0.5; F: 0; G: -9; H: 0.9; I: -0.7
COc1cccc(NC(=O)CSc2nnc(-c3cccnc3)o2)c1
  A: 1; B: -2; C: 7; D: -2.3; E: 0.6; F: -3; G: 4; H: -0.5; I: 0.9
CCC(C(=O)N1CCN(Cc2ccc3c(c2)OCO3)CC1)n1c(=O)[nH]c2ccccc2c1=O (stereo not given)
  A: 9; B: 2; C: 12; D: -0.3; E: -1.0; F: 4; G: 2; H: 0.1; I: 0.9
COc1ccc(/C=N\NC(=O)c2ccc([N+](=O)[O-])cc2)cc1COc1c(F)c(F)cc(F)c1F
  A: -12; B: 7; C: -6; D: -3.8; E: 1.6; F: 4; G: -10; H: -0.4; I: -0.2
O=C(O)C1CCCCC1C(=O)Nc1ccc(-c2ccccc2)cc1 (stereo not given)
  A: -5; B: -5; C: -9; D: -0.1; E: 0.6; F: 5; G: 7; H: 0.1; I: 1.4
Cc1ccc(C)c(N=Nc2ccc(O)c3ncccc23)c1
  A: -11; B: -4; C: -5; D: -1.3; E: -0.9; F: -28; G: 5; H: -0.4; I: x

Grouped by structure: the entries above containing a COOH group
Field names: A = Y pestis TopoI; B = Anthrax LF inh2; C = CCHFV vOTU inh; D = FadD28 FP inh; E = BoNT A protease; F = BoNT F protease; G = PrPC TRFRET; H = PfHsp40 yeast; I = TcdB inh
Cc1ccccc1NC(=O)c1cc(S(=O)(=O)Nc2cccc(C(=O)O)c2)ccc1Cl
  A: -9; B: 16; C: 5; D: -2.9; E: -0.1; F: u; G: 3; H: 0.9; I: -4.2
O=C(O)C1CCCCC1C(=O)Nc1ccc(-c2ccccc2)cc1 (stereo not given)
  A: -5; B: -5; C: -9; D: -0.1; E: 0.6; F: 5; G: 7; H: 0.1; I: 1.4
